Tn6 DDE FP = inhibitors of Tn6 peptide binding to human fibrin DD(E); Fibrin DD(E) TRITC-Tn6 fluorescence polarization displacement; inhibition, % at 8.3 µM; 370,000 compounds, 0.21% hits;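 active = inhibition above a per-campaign cutoff: mean of compounds within control limits plus 3 SD, cut at about 15% in these data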;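 also: 0% = median of all compound wells on the plate and 100% = blocking peptide control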
proKLK7 act = activates the human kallikrein-7 zymogen; AID 652039; P49862; purified proKLK7, EDANS-DABCYL substrate fluorescence; 100% is mature enzyme control, 0% vehicle; activation, % at 7 µM; 370,000 compounds, 0.9% hits;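 active = activation above the mean of all tested compounds plus 3 SD, computed per campaign excluding outliers beyond control limits, cut at about 13% in these data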
Tn7 DDE FP = disrupts Tn7 cyclic peptide binding to fibrin D-Dimer-E complex; FP displacement of FITC-Tn7 peptide from fibrin DD(E); 0% = median of compound wells per plate; inhibition, % at 8.3 µM; 370,000 compounds, 0.13% hits;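 active = inhibition above the mean of compounds falling within the control limits plus 3 SD of them, cut at about 14% in these data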;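 also: 0% = plate median of compound wells and 100% = 10 µM Aha-Tn7 peptide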
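Measure: % inhibition scaled between sample-field median and high-control FP; Test system: human fibrin DD(E); Quantity: 2 µM final DD(E) protein; Doses: one dose, 8.3 µM nominal; Schedule: compound with protein 10 min, then 3 h after probe, room temperature; Detection: fluorescence polarization; Medium: Tris buffer with calcium and detergent, pH 7.8.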
ADAM17 inh = ADAM17 inhibition, QFRET primary screen | P78536 | recombinant ADAM17, EDANS/DABCYL FRET peptide cleavage | inhibition, % at 6.95 µM | 370,000 compounds, 0.83% hits | AID 720648;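 active = inhibition above the mean of compounds lying between control limits plus 3 SD, set per campaign, cut at about 8.5% in these data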;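 also: 0% = DMSO-only wells as the low control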
ARFGAP1 inh = inhibitors of rat ARFGAP1; 360,000 compounds, 0.26% hits; inhibition, % at 16.5 µM; Q62848; Arfgap1-stimulated ARF1 GTP hydrolysis, GDP FP detection;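 active = inhibition above a per-plate limit, mean inhibition of low control wells plus 3 SD, cut at about 25% in these data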;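 also: 0% = DMSO wells with enzyme and 100% = wells lacking Arfgap1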
Target sequence (Q62848 1-136 limits assumed): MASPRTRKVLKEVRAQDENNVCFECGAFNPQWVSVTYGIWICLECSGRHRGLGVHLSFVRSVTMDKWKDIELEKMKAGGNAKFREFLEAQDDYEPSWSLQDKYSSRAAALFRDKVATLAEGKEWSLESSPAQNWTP
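Replicates: Single well per compound | Assay system: Truncated rat Arfgap1 GAP domain | Control set: No-Arfgap1 wells (100%) versus DMSO full-reaction wells (0%) | Times: Enzyme reaction 120 min at 25 °C after 20 min preincubation | Reagent: Human ARF1(Δ1-17)-GTP substrate | Measured by: Tracer-displacement fluorescence polarization with EDTA stop, 620/688 nm | Measure: Percent inhibition of Arfgap1-stimulated GTP hydrolysis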
ADAM10 inh = inhibitors of human ADAM10 | recombinant ADAM10, EDANS/DABCYL FRET peptide cleavage, 3 h | inhibition, % at 7 µM | AID 720582 | O14672 | 370,000 compounds, 0.62% hits;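 active = inhibition above a per-campaign cutoff equal to the mean of compounds falling between control-based bounds plus 3 SD, cut at about 20% in these data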;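 also: 0% = DMSO wells while the 100% control is not disclosed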
Target sequence (O14672 214-748 limits assumed): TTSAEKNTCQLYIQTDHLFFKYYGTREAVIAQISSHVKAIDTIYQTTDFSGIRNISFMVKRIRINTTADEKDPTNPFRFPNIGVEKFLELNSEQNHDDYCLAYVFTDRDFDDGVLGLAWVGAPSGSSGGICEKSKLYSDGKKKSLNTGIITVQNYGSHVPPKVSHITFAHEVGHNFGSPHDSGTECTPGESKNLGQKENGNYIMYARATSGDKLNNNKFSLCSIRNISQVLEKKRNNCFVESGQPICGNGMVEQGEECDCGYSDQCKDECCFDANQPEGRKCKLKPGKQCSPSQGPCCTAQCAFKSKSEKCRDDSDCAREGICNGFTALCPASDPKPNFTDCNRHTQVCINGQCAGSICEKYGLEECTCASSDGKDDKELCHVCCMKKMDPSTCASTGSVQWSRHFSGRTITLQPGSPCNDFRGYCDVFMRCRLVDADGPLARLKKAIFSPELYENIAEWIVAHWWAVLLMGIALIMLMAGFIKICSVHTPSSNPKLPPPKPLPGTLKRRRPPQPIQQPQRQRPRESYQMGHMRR
ASAP1 inh = blocks human ASAP1-stimulated Arf1 GTP hydrolysis. Q9ULH1. GDP FP detection. inhibition, % at 16.5 µM. 360,000 compounds, 0.19% hits. AID 624377; in the data active = inhibition above about 25%;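 also: 0% = vehicle with enzyme and substrate and 100% = no enzyme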
Target sequence (Q9ULH1 325-724 limits assumed): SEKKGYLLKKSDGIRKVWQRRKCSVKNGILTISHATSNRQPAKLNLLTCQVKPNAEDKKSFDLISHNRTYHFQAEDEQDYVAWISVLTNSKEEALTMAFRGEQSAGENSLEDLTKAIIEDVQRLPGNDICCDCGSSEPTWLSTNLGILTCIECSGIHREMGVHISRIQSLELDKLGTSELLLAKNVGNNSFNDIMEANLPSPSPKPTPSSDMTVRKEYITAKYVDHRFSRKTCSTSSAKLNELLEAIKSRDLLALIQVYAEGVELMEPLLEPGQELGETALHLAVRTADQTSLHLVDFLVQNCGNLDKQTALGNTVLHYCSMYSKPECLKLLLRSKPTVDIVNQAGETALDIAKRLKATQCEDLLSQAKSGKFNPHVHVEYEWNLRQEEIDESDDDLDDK
LEDGF integ inh = blocks HIV-1 LEDGF/p75-dependent DNA integration; TR-FRET IN-LEDGF/p75 DNA integration, Eu/Cy5; inhibition, % at 3.7 µM; 370,000 compounds, 0.64% hits;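 active = inhibition above the screen-wide mean plus 3 SD, cut at about 13% in these data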;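 also: signal is the Cy5 over europium emission ratio at 671 and 618 nm; 0% = plate median of compound wells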
PLC-gamma1 inh = PLC-gamma1 (human) inhibition, primary screen | P19174 | purified PLC-gamma1, fluorogenic substrate, fluorescence | inhibition, % at 12.2 µM | 370,000 compounds, 0.84% hits; in the data active = inhibition above about 9.5%
TDP2 inh = blocks human TDP2 phosphodiesterase activity; O95551; inhibition, % at 12.8 µM; 370,000 compounds, 0.34% hits; recombinant TDP2, T5PNP hydrolysis, p-nitrophenol absorbance 415 nm;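 active = inhibition above the mean of all tested compounds plus 3 SD, set per campaign, cut at about 25% in these data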;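 also: 0% = DMSO with enzyme and 100% = buffer with substrate but no TDP2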
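Evaluation: % inhibition relative to enzyme-containing and enzyme-free wells. Material: recombinant human TDP2. Benchmarks: enzyme-free and DMSO wells. Timing: enzyme reaction with compound for 2 h at 37 °C. Compound dosing: 12.8 µM only. Measured by: p-Nitrophenol epi absorbance. Reagent: T5PNP substrate at 5 mM, a TopII-DNA adduct mimic. Replication: single well per compound.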
* marks the source's active call; other numbers are inactive results; i = inactive; x = not tested or not shown. No enrichment for hits; 4.2% or so of the library scored in one or more.

Tn6 DDE FP	proKLK7 act	Tn7 DDE FP	ADAM17 inh	ARFGAP1 inh	ADAM10 inh	ASAP1 inh	LEDGF integ inh	PLC-gamma1 inh	TDP2 inh	molecule
9	0.5	7	1	-5	6	-16	-4	-2	5	CC(C)CCN1C(=O)c2ccc(C(=O)Nc3ccc(Br)cc3C(=O)O)cc2C1=O
4	-0.5	-5	8	8	20*	4	1	5	-9	CC(C)C(=O)NC(c1ccccc1)c1cc([N+](=O)[O-])c2cccnc2c1O (stereo unspecified)
4	0.3	5	-1	-5	-7	-5	-1	-2	2	CCN(CC)c1nc2c(c(=O)n(C)c(=O)n2C)n1CC(=O)c1ccccc1
-1	-0.8	-4	-8	6	-23	-3	6	-51	-6	CC(=O)Nc1ccc(C2=NNC(=NCC3CCCO3)SC2)cc1 (stereo unspecified)
3	-0.7	-6	-1	1	5	9	2	2	-13	CS(=O)(=O)c1ccc(-c2nnn(CC(=O)N3CCCCC3)n2)cc1
0	-0.1	0	-6	10	-8	3	-2	-4	-9	CC1(C)Cc2c(c(N3CCCCC3)[nH]c(=S)c2C#N)CS1
3	0.3	-10	3	-11	1	-7	2	3	0	COc1nccnc1NS(=O)(=O)c1ccc(NC(=S)NC(=O)c2cccc(F)c2)cc1
-2	-0.5	-7	4	4	-4	2	-2	4	-9	CC1CN(S(=O)(=O)c2cccc(C(=O)Nc3ccccc3N3CCCCC3)c2)CC(C)O1 (stereo unspecified)
7	-0.2	-6	-1	0	4	13	-4	-3	6	COC(=O)c1ccc(C)c(NC(=O)Cc2coc3cc(OC)ccc23)c1
-8	-0.8	-4	1	4	2	8	-1	4	-12	O=C(Nc1ccc2c(c1)OCCO2)C1CCCN1S(=O)(=O)c1ccc(Cl)cc1 (stereo unspecified)
-11	0.4	3	-2	9	-1	11	-3	3	-14	CN(C(=O)COC(=O)c1ccc2c(c1)OCCO2)c1ccccc1
7	0.4	11	-8	-3	-5	6	0	-2	9	CC(=O)N1CCC2(CC1)C(C#N)=C(N)Oc1n[nH]c(CSc3ccc(C)cc3)c12
1	0.0	-3	2	-2	0	-3	0	13*	-18	CN(C)c1ncnc2[nH]ncc12
4	1.1	3	1	1	0	-18	-3	-2	-6	O=C(c1cc(Cl)ccc1F)N1CCCC(Nc2ccc3c(c2)OCCO3)C1 (stereo unspecified)
4	-0.3	3	-5	8	6	-2	1	0	-3	CCn1c(-c2ccc(F)cc2)n[nH]c1=S
7	-1.4	4	-48	-3	-126	2	0	-279	-7	CCCOc1ccc2c3c(c(=O)oc2c1OCCC)CCC3
4	0.2	-2	1	3	3	-9	4	0	9	COc1ccc(CCC(=O)N/N=C(\C)c2ccc3c(c2)OCO3)cc1
-1	0.9	-3	-3	7	0	3	6	-3	-2	COc1cc(C(=O)Nc2ccc3oc(-c4cccnc4)nc3c2)cc(OC)c1OC
0	-0.4	1	-4	-3	-6	7	-2	1	2	C[C@H](CO)N1C[C@H](C)[C@H](CN(C)Cc2cccc(C(F)(F)F)c2)OCc2ccccc2-c2c(n(C)c3ccccc23)C1=O
1	-0.5	2	-4	10	5	17	-3	0	-6	COc1cccc(N2CCN(S(=O)(=O)c3ccc4c(c3)N(C(C)=O)CCO4)CC2)c1
-8	9.4	-3	-81	12	-217	-7	1	-466	13	Cc1cc(-c2ccc(F)cc2)nc2cc(C(N)=O)nn12
-6	0.0	-6	-3	0	-4	-2	-4	1	8	Cc1cc(C)nc(NS(=O)(=O)c2ccc(NC(=O)c3ccccc3[N+](=O)[O-])cc2)n1
4	0.5	2	-1	6	3	1	2	1	-22	Cc1ccc(C(=O)OCC(=O)Nc2cc(F)ccc2F)cc1NC(=O)c1ccco1
-2	-0.5	-5	-7	10	-13	7	2	7	-7	CCC[C@@H](CN1CCC[C@H]1CN1C(N)=NC[C@H]1C(C)C)N1C[C@@H](Cc2ccccc2)N(CCCC2CCCC2)C1=N
16*	x	-1	-37	x	-137	x	-3	i	10	CC(=O)Nc1sc2c(c1-c1nc3ccccc3s1)CCOC2
10	-0.3	-3	1	3	5	-2	1	-2	1	COC(=O)c1ccc(C(=O)N=c2sccn2C)cc1
-6	-0.3	2	-5	22	8	4	-2	2	5	CC1(C)CCC(=O)N2CC[C@H]3C[C@H](OC(=O)Nc4ccccc4)C[C@@H]1[C@H]32
9	-0.7	3	-6	-3	-1	-14	-1	-1	0	CCOc1ncccc1C(=O)OCC(=O)N1CCC(C)CC1
-1	0.2	1	-3	-1	-4	18	1	0	6	CC(=O)Nc1cccc(NC(=O)CSc2ccc(-c3ccccn3)nn2)c1
-4	0.2	-7	-3	10	-12	-6	-4	1	-12	CCCC(C)C(=O)Nc1ccc2c(c1)OCCO2 (stereo unspecified)
-4	-0.1	2	-4	8	-5	-10	-4	1	-2	CC12CN(C(=O)c3cccc([N+](=O)[O-])c3)C3(C#N)CC1CCC23C (stereo unspecified)
2	-0.1	1	-1	-5	-11	4	2	-15	5	Cc1ccc(C2CC(c3cccc(C)c3)n3ncnc3N2)cc1 (stereo unspecified)
-1	0.1	-3	0	1	-5	2	0	4	-3	OC(CNC1CCCC1)COc1ccc(Cl)cc1 (stereo unspecified)
0	-0.1	3	0	-3	0	-3	5	2	10	CC(=O)Nc1ccc(NC(=O)C(C)OC(=O)C(C)SCC(=O)Nc2ccc(F)cc2)cc1 (stereo unspecified)
7	-0.5	2	-3	-1	-13	5	-3	0	-6	Cc1cccc(N(C)S(=O)(=O)c2c(C)noc2C)c1
1	0.1	7	-3	4	-3	-6	-1	1	-3	O=C(Nc1ccccc1C(=O)N/N=C/c1ccco1)c1ccccc1Cl
0	0.2	-5	3	-9	3	-3	5	0	-5	CCc1cc2c(SCc3ccc(C(=O)OC)o3)ncnc2s1
2	0.5	4	0	0	-1	0	0	1	2	Cn1c(N)c(C(=O)COC(=O)/C=C/c2ccccc2F)c(=O)n(C)c1=O
0	-0.5	2	-3	-9	1	-3	-1	3	7	CCOc1ccc(OCC)c(S(=O)(=O)NCc2ccccn2)c1
7	0.2	5	-1	-14	4	1	-2	4	-13	CCc1ccc(CCC(=O)Nc2ccc(Br)cc2)o1
1	-0.4	8	-3	-2	-7	14	-2	0	4	COCc1cc(C)nc(OCC(=O)N/N=C/c2ccc(OC)c(O)c2)c1C#N
0	0.1	-10	-2	6	-4	3	5	2	-23	CC1(C)CC2CC(C)(CN2C(=O)COC(=O)c2cccnc2Cl)C1 (stereo unspecified)
2	-0.6	7	1	5	4	-2	-1	3	7	Cc1c(C(=O)N2CCc3ccccc32)cnn1C
-2	-0.3	-6	2	2	-1	6	-1	0	1	N#Cc1c(/N=C/c2cccnc2)sc2c1CCCC2
5	0.5	0	-2	0	6	0	-3	0	-8	CC(NC(=O)C(=O)NN=C1CCCCCC1)c1ccccc1 (stereo unspecified)
2	0.0	9	-4	13	8	2	3	6	-18	Cc1ccc(NNC(=O)Nc2ccc(Cl)cc2)nn1
1	0.7	1	-4	-9	-8	7	-1	2	0	COc1ccc(-c2ncn(CCc3ccccc3OC)c2C(C)C)cc1
9	0.3	-1	0	1	8	-3	2	0	-10	CCCn1c(NCc2cc(OC)ccc2OC)nc2ccccc21
-3	-0.1	-2	1	6	7	0	0	1	-1	COc1ccc(-n2c(C)cc(C(=O)Cn3c(NCCO)nc4ccccc43)c2C)cc1
-2	-0.1	0	-2	-2	-1	7	2	2	0	Cc1ccc(NC(=O)c2nc[nH]c2C(=O)N2CCN(c3ccccc3)CC2)cc1
1	-0.5	6	3	0	10	7	5	2	-2	CCC(C)OC(=O)C1=C(C)NC(=O)CC1c1ccccc1OC (stereo unspecified)
-8	-0.2	1	-1	6	3	0	0	7	0	CC(Oc1ccccc1)C(=O)Nc1ccc(S(=O)(=O)N2CCCC2)cc1 (stereo unspecified)
-1	0.3	-8	-3	-6	1	11	-1	0	7	CCCCOCCCNC(=O)N[C@@H](CCSC)C(=O)OC
3	0.4	-2	-4	-2	0	13	-2	0	7	Cc1ccc(C(=O)NC2CCN(S(=O)(=O)c3ccc(F)cc3)CC2)cc1
-1	0.8	0	8.9*	8	22*	17	0	3	-18	COCCOc1ccc(C(F)(F)F)cc1NC(=O)COC(=O)c1cc([N+](=O)[O-])ccc1N1CCOCC1
3	8.7	-3	-194	-1	i	5	0	-59	0	CCN1CCc2c(sc3c2c(NCc2ccco2)nc2nnnn23)C1
-1	0.0	-9	0	3	-10	-2	4	0	-1	CCC(C)(C)C1CCC2(CC1)NC(=O)N(CC(=O)Nc1cc(C(F)(F)F)ccc1N1CCOCC1)C2=O (stereo unspecified)
2	-0.2	-1	-3	-8	1	4	1	1	2	CC1CC(C)CN(C(=O)CCC(=O)Nc2nnc(C3CCCCC3)s2)C1 (stereo unspecified)
-1	0.6	-3	-3	-8	-1	-6	1	-4	8	Cc1occc1-c1nnc(SCC(=O)c2ccccc2)n1CC1CCCO1 (stereo unspecified)
2	0.0	-3	1	-3	3	-5	2	2	14	CCOC(=O)c1ccc(NC(=O)c2cccc(S(=O)(=O)N3CCN(C(C)=O)CC3)c2)cc1

Other records follow:
Tn6 DDE FP	proKLK7 act	Tn7 DDE FP	ADAM17 inh	ARFGAP1 inh	ADAM10 inh	ASAP1 inh	LEDGF integ inh	PLC-gamma1 inh	TDP2 inh	molecule
1	7.8	1	-189	12	i	-9	-3	-207	2	CC1(C)C=Cc2cc3ccc(=O)oc3cc2O1
4	-0.6	4	-3	-10	-3	8	2	3	-7	COC(=O)COc1ccc(S(=O)(=O)N2CCOCC2)cc1
1	0.6	-6	-1	9	5	-1	7	-1	-13	Cc1nc2ccccc2c(=O)n1NC(=O)c1ccc(Cl)c(Cl)c1
6	-0.5	-4	-10	x	-55	x	-4	-46	-6	O=C(C1CCN(c2ncnc3c2sc2cccc(F)c23)CC1)N1CCCCC1

Molecules above containing a CF3 group:
Tn6 DDE FP	proKLK7 act	Tn7 DDE FP	ADAM17 inh	ARFGAP1 inh	ADAM10 inh	ASAP1 inh	LEDGF integ inh	PLC-gamma1 inh	TDP2 inh	molecule
0	-0.4	1	-4	-3	-6	7	-2	1	2	C[C@H](CO)N1C[C@H](C)[C@H](CN(C)Cc2cccc(C(F)(F)F)c2)OCc2ccccc2-c2c(n(C)c3ccccc23)C1=O
-1	0.8	0	8.9*	8	22*	17	0	3	-18	COCCOc1ccc(C(F)(F)F)cc1NC(=O)COC(=O)c1cc([N+](=O)[O-])ccc1N1CCOCC1
-1	0.0	-9	0	3	-10	-2	4	0	-1	CCC(C)(C)C1CCC2(CC1)NC(=O)N(CC(=O)Nc1cc(C(F)(F)F)ccc1N1CCOCC1)C2=O (stereo unspecified)

Compound activity (PubChem)
